Screens (PubChem BioAssay)
MT1-MMP txn act – activates MT1-MMP transcription | HT1080 MT1-MMP promoter luciferase reporter, luminescence, overnight; hits give high values | activation factor at 10 µM | 86,000 compounds, 0.16% hits;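 active = activation factor of at least 2 for MT1-MMP transcription at 10 µM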
CD11b adhes inh – inhibitors of human CD11b/CD18 binding to fibrinogen; P05107+P11215; K562 CD11b/CD18 adhesion to fibrinogen, ATPlite luminescence; Mn2+ added to activate the integrin; inhibition, % at 10 µM; 93,000 compounds, 0.54% hits; AID 1497;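 active = primary inhibition of 50% or more at 10 µM, then 40% or more on retest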; note: some results filed as inactive read as strong as hits
CYP2C9 inhib – human CYP2C9 inhibition | P11712 | CYP2C9 Supersomes, luciferin-H conversion, luminescence | inhibition, % at 5 µM | 96,000 compounds, 20% hits;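 active = blocking of liver enzyme CYP2C9 beyond about 50% at 5 µM, limit read from the data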; note: values of inactives mirror those of a sister screen read the other way
CYP2C9 act – increases human cytochrome P450 2C9 activity. 96,000 compounds, 1.4% hits. activation factor at 5 µM. AID 1024. recombinant CYP2C9, luciferin-H conversion, luminescence; hits give high values; factor 1 = untreated enzyme, 0 = blocked;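 active = activation factor of 2 or more for CYP2C9 at a 5 µM dose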;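 note: 0 = sulfaphenazole-blocked wells and 1 = vehicle-only wells; values of inactives mirror those of a sister screen read the other way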
Pyk2 oligo antag – blocks oligomerization of human Pyk2 in cells. Q293 cells, Pyk2 FERM NanoBiT luminescence; hits give low values. Q14289. z-score (the deposit names both 25 µM and 10 µM). 99,000 compounds, 0.83% hits. AID 1347419;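 active = Z-score of -3 or lower, scaled per plate to the spread of control and sample wells; inactive = z-score above -3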;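 note: negative z-score means lost luminescence so less FERM oligomerization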
PLAP act – activates human placental alkaline phosphatase; 96,000 compounds, 1.2% hits; activation fold at 20 µM; purified PLAP enzyme, luminescent substrate read-out; hits give high values; P05187; in the data active = activation fold above about 2
Target sequence (P05187 whole entry, looked up): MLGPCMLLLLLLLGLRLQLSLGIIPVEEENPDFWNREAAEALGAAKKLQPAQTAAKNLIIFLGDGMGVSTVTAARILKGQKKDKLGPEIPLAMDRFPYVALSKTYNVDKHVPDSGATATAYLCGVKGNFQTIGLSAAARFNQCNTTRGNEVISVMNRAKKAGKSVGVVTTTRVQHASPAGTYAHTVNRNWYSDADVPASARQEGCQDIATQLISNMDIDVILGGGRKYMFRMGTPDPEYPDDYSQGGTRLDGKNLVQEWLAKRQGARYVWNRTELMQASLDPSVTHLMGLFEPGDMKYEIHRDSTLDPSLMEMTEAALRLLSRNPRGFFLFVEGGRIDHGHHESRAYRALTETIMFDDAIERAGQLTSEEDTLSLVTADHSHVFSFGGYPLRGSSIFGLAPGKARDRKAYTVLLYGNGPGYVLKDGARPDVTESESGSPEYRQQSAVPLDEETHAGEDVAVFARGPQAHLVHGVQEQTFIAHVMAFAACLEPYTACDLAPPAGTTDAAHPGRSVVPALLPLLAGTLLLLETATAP
CYP2C19 act – activators of human cytochrome P450 2C19 | recombinant CYP2C19, luciferin-H EGE luminescence; hits give high values; 0 = fully inhibited enzyme, 1 = untreated enzyme | activation factor at 5 µM | 96,000 tested, under 10 active | AID 1025;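 active = activation factor of at least 2 at 5 µM in the primary screen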;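 note: 0 = wells with 2.5 mM tranylcypromine and 1 = vehicle-only wells; values of inactives mirror those of a sister screen read the other way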
Target sequence (P33261 whole entry, looked up): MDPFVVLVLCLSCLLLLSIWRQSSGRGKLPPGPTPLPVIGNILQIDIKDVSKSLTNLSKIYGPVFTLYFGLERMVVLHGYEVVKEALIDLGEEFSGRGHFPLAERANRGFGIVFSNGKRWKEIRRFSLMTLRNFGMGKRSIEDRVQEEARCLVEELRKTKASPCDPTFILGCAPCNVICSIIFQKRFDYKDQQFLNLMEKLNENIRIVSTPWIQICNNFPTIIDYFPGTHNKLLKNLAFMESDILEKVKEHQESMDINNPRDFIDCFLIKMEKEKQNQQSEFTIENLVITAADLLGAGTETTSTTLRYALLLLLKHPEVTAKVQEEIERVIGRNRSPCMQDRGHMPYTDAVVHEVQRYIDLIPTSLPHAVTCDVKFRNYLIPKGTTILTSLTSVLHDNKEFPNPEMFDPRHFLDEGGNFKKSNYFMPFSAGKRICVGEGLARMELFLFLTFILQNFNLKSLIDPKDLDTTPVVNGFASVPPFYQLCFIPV
Mac1 fbg enh – increases human CD11b/CD18 adhesion to fibrinogen; activation, % at 10 µM; P05107+P11215; K562 CD11b/CD18 adhesion to fibrinogen, ATPlite luminescence; 93,000 compounds, 0.07% hits;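 active = 10 µM primary screen giving 50% or more activity, confirmed by 40% or more on retest at that dose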; note: strong numbers were not always called active; reference of the scale not given here
CYP2C19 inh – human CYP2C19 inhibition | inhibition, % at 5 µM | 96,000 compounds, 21% hits | P33261 | CYP2C19 Supersomes, luciferin-H EGE luminescence, 30 min | AID 778;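 active = CYP2C19 inhibition above a set limit at 5 µM in the primary screen, cut at about 50% in these data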;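 note: plate controls were negative control wells for no effect and 2.5 mM tranylcypromine positive control for full effect; values of inactives mirror those of a sister screen read the other way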
* hit, by the source's call; / = not tested or not shown. The order is random; about 31% have a hit in one of these screens.

mol | MT1-MMP txn act | CD11b adhes inh | CYP2C9 inhib | CYP2C9 act | Pyk2 oligo antag | PLAP act | CYP2C19 act | Mac1 fbg enh | CYP2C19 inh
Cc1oc2cc(O)cc(O)c2c(=O)c1-c1ccc2c(c1)OCCCO2 | 1.4 | 12.5 | -33.7 | 1.3 | -3.36* | 1.1 | 0.7 | 3.3 | 25.1
O=C(OCC(=O)N1CCc2ccccc21)c1ccc[n+]([O-])c1 | 1 | -15.2 | 2.1 | 1 | 0.63 | 0.8 | 1.2 | 2.1 | -15.2
CCCCCCCCOC(=O)C1=C(C)Nc2nnnn2C1c1cccs1 (centres undefined) | 0.9 | 53.6 | 93.9* | 0.1 | -0.81 | 1.2 | 0.2 | -6.5 | 75.9*
O=C(O)c1cccnc1SC1CC(=O)N(CCc2ccccc2)C1=O (centres undefined) | 1.1 | 2.9 | -35.2 | 1.4 | 0.03 | 1.5 | 1.1 | -1.8 | -7.7
O=C(O)C1C2C=CC(C3CC23)C1C(=O)NCCc1ccccc1 (centres undefined) | 1.3 | 7.7 | 10.5 | 0.9 | -0.84 | 0.9 | 0.6 | -1.1 | 41.5
COCCn1c(SCC(=O)NCc2ccco2)nc2cccnc21 | 1.1 | -4.0 | -7.5 | 1.1 | 1.11 | 1.3 | 0.5 | 1.4 | 53.5*
Cc1ccc(CNc2nc3ccc(C)cc3n3cnnc23)cc1 | / | 7.5 | 2.8 | 1 | / | 0.9 | 0.8 | 27.1 | 15.9
Cc1cc(NCc2ccccc2)nc(N2CCOCC2)n1 | 1.2 | 15.3 | -0.9 | 1 | -0.2 | 1.2 | 1 | -1.9 | -2.7
CCCCCCc1ccc(OCC(=O)O)cc1OCC(=O)O | 1 | 1.3 | 13.5 | 0.9 | 0.03 | 1.1 | 1 | -1.3 | 4.2
CC(OC(=O)c1cccs1)C(=O)NCc1ccco1 (centres undefined) | 1.2 | 0.3 | 37.1 | 0.6 | -0.66 | 1 | 0.1 | -1.9 | 85.8*
O=C(c1cc(C2CC2)on1)N1CCN(c2ccc(F)cc2)CC1 | 1.1 | -12.0 | 16.2 | 0.8 | / | 1.2 | 0.2 | 2.1 | 83.4*
CS(=O)(=O)N(CC(=O)N1CCCCCC1)c1cccc(Br)c1 | 1.2 | -0.7 | 40.7 | 0.6 | -0.63 | 1.5 | 0.2 | -1.4 | 76.6*
Cc1ccc(SCc2cc(=O)[nH]c(N3CCN(Cc4ccc5c(c4)OCO5)CC3)n2)cc1 | 1 | -4.8 | 3.7 | 1 | 0.64 | 0.9 | 1.1 | -0.4 | -12.3
Cc1cc(S(=O)(=O)NCCN2CCOCC2)c(C)s1 | 1.2 | -26.4 | -9.5 | 1.1 | 0.08 | 1.3 | 0.7 | -3.6 | 33.8
CCSc1nnc(NC(=O)C(C)(C)C)s1 | 1.4 | -27.4 | 36.1 | 0.6 | -0.07 | 1.1 | 0.5 | -4.0 | 52.3*
COC(=O)/C(=C\Nc1ccc(Cl)cc1Cl)NC(=O)c1ccc(Cl)cc1Cl | / | -8.8 | 17.6 | 0.8 | -0.69 | 0.9 | 1.1 | 52.8 | -8.1
Fc1ccc(C(c2nnnn2Cc2cccs2)N2CCN(C3CCCC3)CC2)cc1 (centres undefined) | 1 | -9.5 | -10.8 | 1.1 | -1.47 | 1.9 | 0.2 | -4.4 | 79.8*
Cc1cc(-c2ccccc2)nc(N2CCC(C(=O)NC(C)C)CC2)n1 | 1.1 | -13.5 | 20.5 | 0.8 | -0.27 | 1 | 0.7 | 5.4 | 32.4
CCOc1ccc(-c2nc(C#N)c(NCC3CCCO3)o2)cc1 (centres undefined) | 1.1 | -1.1 | 7.3 | 0.9 | 2.9 | 1 | 1 | 3.4 | -1.7
CCN(CC)C(=O)CN(c1ccc(Cl)cc1)S(=O)(=O)c1ccccc1 | 1.2 | -7.1 | 6.7 | 0.9 | -0.7 | 1.8 | 0.3 | -2.6 | 68.0*

(next part)
mol | MT1-MMP txn act | CD11b adhes inh | CYP2C9 inhib | CYP2C9 act | Pyk2 oligo antag | PLAP act | CYP2C19 act | Mac1 fbg enh | CYP2C19 inh
O=S1(=O)C=C(SCc2ccccc2)Nc2ccccc21 | / | / | 63.2* | 0.4 | -0.31 | 0.9 | 0.3 | / | 68.4*
Cc1ccc(CN(CC(=O)NCCc2ccccc2)C(=O)CCCC(=O)Nc2cc(C)on2)cc1 | 1.2 | 2.4 | 62.0* | 0.4 | -2.56 | 1.3 | 0.4 | -3.2 | 59.7*
Oc1ccccc1-c1cc(-c2ccccc2Cl)[nH]n1 | 0.7 | 6.5 | 44.6 | 0.6 | -0.63 | 0.9 | 0.8 | -0.3 | 15.6
CN1C2C=C3C(C#N)=C(N)C(C#N)(C#N)[C@@H](c4ccc(Cl)cc4)[C@@H]3C1CC2 (some centres undefined) | 1.2 | -10.8 | -4.5 | 1 | 0.25 | 1.4 | 1.1 | -2.3 | -8.2
O=S(=O)(Nc1cccc2ccccc12)N1CCCC1 | 1.1 | -7.1 | 10.4 | 0.9 | 2.04 | 1.1 | 0.3 | -5.5 | 67.6*
COc1ccc(NS(=O)(=O)c2ccc(O)c(C(=O)OCC(=O)N3CC(C)OC(C)C3)c2)cc1 (centres undefined) | 1 | -6.1 | 81.5* | 0.2 | 1.33 | 1.2 | 0.3 | -1.7 | 70.8*
CCc1ccc(NC(=O)N(CCN2CCOCC2)C2CCN(C(C)=O)CC2)cc1 | 1.2 | -13.1 | -1.6 | 1 | -0.46 | 1.2 | 1 | -6.9 | -1.4
O=C(Cn1[nH]c(=O)c2ccccc2c1=O)Nc1cccc(-c2nnc3n2CCCCC3)c1 | 1 | -9.8 | 43.6 | 0.6 | -0.4 | 1.2 | 0.7 | -2.4 | 25.7
CN(C)C(=O)CSc1nnc(-c2cccnc2)n1-c1ccccc1 | 1.1 | -15.7 | 1.6 | 1 | / | 1 | 1 | -0.8 | -0.6
C#CCSC1=C(C#N)C(c2cccs2)C(C(=O)OCC)=C(C)N1 (centres undefined) | 1.2 | 23.5 | 72.0* | 0.3 | -0.53 | 1.4 | 0.4 | 1.1 | 64.0*
CCOC(=O)Cn1c(=NC(=O)CSC(C)=O)sc2cc(OC)ccc21 | / | 4.7 | 16.7 | 0.8 | 0.39 | 1.2 | 0.9 | 0.0 | 10.2
O=C1NC(c2cn(-c3ccccc3)nc2-c2cccs2)C(C(=O)c2cccnc2)C(O)(C(F)(F)F)N1 (centres undefined) | / | -1.7 | 14.5 | 0.9 | -0.5 | 1.2 | 1 | 1.6 | 4.3
Cc1sc2ncn(CC(=O)NCCCC(=O)N3CCN(c4ccccn4)CC3)c(=O)c2c1C | 1 | / | 12.3 | 0.9 | 1.33 | 1.3 | 1 | / | -3.4
COC(=O)c1ccccc1NC(NC(=O)c1ccco1)C(=O)c1ccc(C)cc1 (centres undefined) | 1 | -2.1 | 57.7* | 0.4 | -0.69 | 1 | 0.8 | -0.5 | 18.5
Cc1ccc(SCc2[nH]nc3c2C(C(C)C)C(C#N)=C(N)O3)cc1 (centres undefined) | 1.1 | / | 52.5* | 0.5 | -0.32 | 1 | 0.6 | / | 35.7
CCOc1cc(/C=C2/C(=N)N3C=CSC3=NC2=O)ccc1OCCCOc1ccccc1C | 1.1 | / | 73.7* | 0.3 | 0.33 | 1 | 0.6 | / | 35.9
NC(=O)c1ccc2c(c1)OCCO2 | 1 | -19.8 | -13.4 | 1.1 | 1.33 | 1 | 1.1 | -3.3 | -7.8
COC(=O)C1=C(C)C(c2ccc(OC)cc2)NC(=S)N1 (centres undefined) | / | / | 12.9 | 0.9 | -0.3 | 1 | 0.7 | / | 30.7
COc1ccc(Cl)c(NC(=O)Cn2nnc(-c3ccccc3N)n2)c1 | 1.2 | 1.6 | 43.0 | 0.6 | -1.57 | 1 | 0.5 | -1.5 | 46.2
CCc1nc(C)cn1S(=O)(=O)c1cc(C)c(OC)c(C)c1C | 1.2 | 79.9* | -4.8 | 1 | 0.71 | 1.4 | 0.4 | 2.9 | 61.8*

(cont.)
mol | MT1-MMP txn act | CD11b adhes inh | CYP2C9 inhib | CYP2C9 act | Pyk2 oligo antag | PLAP act | CYP2C19 act | Mac1 fbg enh | CYP2C19 inh
COc1ccc(N2C(=O)CC(N3CCN(S(=O)(=O)c4c(F)cccc4F)CC3)C2=O)cc1OC (centres undefined) | 1.1 | -23.2 | -22.9 | 1.2 | -0.05 | 1.4 | 1.1 | 7.9 | -14.1
CCC(C)(C)NC(=O)CN(Cc1cccs1)C(=O)CCC(=O)Nc1nccs1 | / | 15.9 | 13.9 | 0.9 | 0.5 | 1.1 | 0.8 | 5.4 | 24.7
COc1cccc(OC)c1C(=O)Nc1ccc(N2CCN(S(C)(=O)=O)CC2)cc1 | 1.1 | -8.9 | -9.1 | 1.1 | 0.92 | 1.4 | 0.8 | -7.9 | 23.0
CCNC(=S)NNC(=O)c1csc2c1CCCC2 | / | -7.2 | -3.0 | 1 | -0.91 | 1.5 | 0.7 | 1.2 | 32.4
COc1cccc(/C=N/n2c(C)nc3ccccc3c2=O)c1O | 1.2 | -1.4 | 68.6* | 0.3 | 0.49 | 1 | 0.6 | -1.5 | 37.6
N#CN(CC(N)=O)c1nc(N2CCCCC2)nc(N2CCCCC2)n1 | 0.9 | -11.7 | 4.7 | 1 | -0.07 | 1 | 1.1 | -3.3 | -13.2
Clc1ccccc1Cn1nnc2c(Nc3ccccc3)ncnc21 | 1 | -1.4 | -21.7 | 1.2 | -2.17 | 0.8 | 0.9 | -0.8 | 8.3
Cc1cc(C)c2c(CN3CCN(Cc4ccc5c(c4)OCO5)CC3)cc(=O)oc2c1C | 1.1 | 58.1 | 26.6 | 0.7 | 0.59 | 1.5 | 0.7 | -2.2 | 34.0
Cn1c(=O)[nH]c(=O)c2c1nc(NCCCO)n2CCCc1ccccc1 | 1.1 | / | 9.9 | 0.9 | 0.59 | 0.9 | 0.9 | / | 10.5
Cc1nc(-c2cccc(S(=O)(=O)N3CCCCCC3)c2)cs1 | 1 | 6.1 | 66.5* | 0.3 | -1.74 | 1.3 | 0.1 | -2.8 | 94.7*
CCn1c2ccccc2c2nnc(SCC(=O)NC(CC(C)C)C(=O)OC)nc21 (centres undefined) | 1 | 21.0 | 20.8 | 0.8 | 0.77 | 1.2 | 0 | 0.4 | 96.5*
COc1ccc(-c2cc(C(=O)Nc3c(C)nn(Cc4ccc(Cl)cc4)c3C)no2)cc1 | / | -11.9 | 49.5 | 0.5 | 1.05 | 0.8 | 0.5 | 72.0 | 50.7*
CC(C)(C)NC(=O)CN(C(=O)CS(=O)CC(=O)Nc1ccc(F)cc1)c1ccccc1 (centres undefined) | 1.1 | -9.2 | 71.2* | 0.3 | -0.53 | 1.5 | 0.9 | -5.8 | 7.3
COc1ccc(S(=O)(=O)C(C#N)c2nc3ccccc3nc2N2CCC(C)CC2)cc1 (centres undefined) | 1.1 | 4.5 | -7.5 | 1.1 | / | 1.1 | 1 | -1.9 | -3.1
CC(=O)c1ccc(N2CCN(C(=O)C3CCC3)CC2)cc1 | 1.1 | 1.4 | 23.1 | 0.8 | 0.17 | 1.2 | 0.9 | -1.5 | 11.6
O=C(COc1ccccc1)Nc1ccccc1C(=O)NCc1ccco1 | 1.2 | 4.0 | 63.5* | 0.4 | -1.93 | 0.8 | 0.4 | -2.4 | 58.3*
O=C(Nc1cnn(Cc2ccccc2)c1)NC12CC3CC(CC(C3)C1)C2 | / | 5.2 | 3.4 | 1 | -0.92 | 0.9 | 1 | -2.5 | 0.3
CCOC(=O)c1c(C)oc2ccc(OC(=O)N3CCOCC3)cc12 | 1.1 | -21.2 | 0.8 | 1 | 0.12 | 1.2 | 1 | 7.5 | 4.5
Cc1nnc(N2CCN(Cc3ccccc3)CC2)[nH]c1=O | 1.1 | -9.7 | -7.4 | 1.1 | 0.32 | 0.8 | 1 | 0.6 | -1.1
